GAA glycogen mod = GAA glycogen-cleavage inhibition or activation; Potency, µM (titrated, usually from 76.4 µM), inactives show at the highest dose activity change, negative = inhibition, most hits filed as inhibitors; recombinant GAA, glycogen substrate, Amplex Red glucose oxidase fluorescence; hit rate 0.38% among 300,000; P10253; AID 2100;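 further: 0% = full enzyme reaction and -100% = no-enzyme basal signal; the screen sought inhibitors and activators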
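qHTS, 1536-well; enzyme 4 nM final; cpd up to 77 uM; substrate bovine liver glycogen 30 ug; 50 mM citrate/phosphate pH 5.0, 0.01% Tween-20; 37 C, 40 min; Amplex Red detection 45 min RT; Hill fit → AC50.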
GoLoco inh red = inhibitors of human Gai1-RGS12 GoLoco interaction (red fluorophore); P63096; Potency, µM (top dose mostly 61.6 µM), for the others: at the top dose activity, negative = inhibition, hits mostly inhibitors; hit rate 0.44% among 230,000; Gai1:RGS12 GoLoco peptide FP, rhodamine, 10 min; active means well fitted inhibition curve with a large enough effect, not every such curve was filed as active; inactive means no such curve, though single readings can be large or run the other way; further: on the % scale 0 is the no-effect control and ±100 the full control effect; nearly all actives have a fitted effect of over 30% in size; many of its hits are not listed in these tables
Target sequence (P63096 whole entry, looked up): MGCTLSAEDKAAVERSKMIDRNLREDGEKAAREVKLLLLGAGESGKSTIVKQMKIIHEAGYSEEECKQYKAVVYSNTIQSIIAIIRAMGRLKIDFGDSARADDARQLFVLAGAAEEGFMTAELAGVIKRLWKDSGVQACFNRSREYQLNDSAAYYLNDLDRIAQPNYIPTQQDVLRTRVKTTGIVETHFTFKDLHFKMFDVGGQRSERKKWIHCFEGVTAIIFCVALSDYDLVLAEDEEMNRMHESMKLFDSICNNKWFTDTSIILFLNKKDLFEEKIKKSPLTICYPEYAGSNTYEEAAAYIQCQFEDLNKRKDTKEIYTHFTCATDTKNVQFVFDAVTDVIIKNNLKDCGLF
KDM4E inh = blocks human JMJD2E demethylase activity | B2RXH2 | JMJD2E catalytic domain, FDH-coupled NADH fluorescence (FDH is formaldehyde dehydrogenase) | Potency, µM (titrated, usually from 57.1 µM), for the others: top-dose activity change, negative = inhibition, actives largely listed as inhibitors | hit rate 1.6% among 230,000 | AID 2147; active means well fitted inhibition curve with a large enough effect, not every such curve was filed as active; inconclusive means small, poorly fitted or top-dose-only effect, or another doubt; inactive means no such curve, though single readings can be large or run the other way;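 further: 0% = wells with enzyme and -100% = buffer wells without enzyme; nearly all actives have a fitted effect of over 50% in size; many of its hits are not listed in these tables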
Target sequence (B2RXH2 1-337 limits assumed): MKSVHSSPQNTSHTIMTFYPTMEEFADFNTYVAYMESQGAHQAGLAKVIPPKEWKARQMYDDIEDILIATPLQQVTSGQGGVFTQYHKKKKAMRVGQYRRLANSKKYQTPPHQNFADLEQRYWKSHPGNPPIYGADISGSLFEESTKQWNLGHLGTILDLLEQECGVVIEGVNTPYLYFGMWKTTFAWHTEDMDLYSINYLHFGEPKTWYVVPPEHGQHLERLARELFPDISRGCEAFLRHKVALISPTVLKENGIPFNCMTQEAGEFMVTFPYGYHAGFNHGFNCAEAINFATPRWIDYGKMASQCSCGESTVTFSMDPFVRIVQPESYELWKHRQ
SMN2 splice enh = enhancers of SMN2 splice variant expression; HEK293 SMN2-luciferase splicing reporter, luminescence, 30-36 h; Potency, µM (doses to about 46.1 µM), for the others: at the highest dose activity change, positive = activation, usual class: activators; hit rate 2.8% among 210,000; AID 1458; further: % of control where 0% means no effect; nearly all actives have a fitted effect of over 55% in size
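HEK293 cells carry an SMN2 minigene-luciferase reporter in which exon 7 inclusion puts luciferase in frame. Cells were seeded at 2000 cells/well, attached for 10-12 hours, then exposed to compounds for 30-36 hours at 37C before ONE-Glo luminescence.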
ALDH1A1 inh = blocks purified human ALDH1A1 activity | Purified ALDH1A1, NADH fluorescence, propionaldehyde substrate | hit rate 7.3% among 220,000 | Potency, µM (titrated, usually from 75.3 µM), inactives show at the top dose activity, negative = inhibition, usual class: inhibitors; active means well fitted inhibition curve with a large enough effect, not every such curve was filed as active; inconclusive means small, poorly fitted or top-dose-only effect, or another doubt; inactive means no such curve, though single readings can be large or run the other way;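 further: plate controls were no enzyme wells and a reference inhibitor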
aGlu spleen mod = inhibitors or activators of human alpha-glucosidase in spleen homogenate | P10253 | human spleen homogenate, 4-MU-alpha-glucoside fluorescence | Potency, µM (series often up to 79.9 µM), inactives show at the highest dose activity change, negative = inhibition, hits mostly inhibitors | hit rate 0.006% among 240,000 | AID 2112;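 further: 0% = enzyme with vehicle and -100% = no enzyme basal signal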
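AC50 values come from Hill-equation fits of concentration-response data, normalized to no-enzyme and full-activity controls. Enzyme source: 1 ug human spleen homogenate; 1 mM fluorogenic 4-MU glucoside, pH 5.0 citrate buffer, 37 C, 40 min.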
aGal spleen mod = alpha-galactosidase A (human) modulation; Potency, µM (series often up to 80 µM), without a hit: top-dose activity change, negative = inhibition, actives largely listed as inhibitors; P06280; hit rate 0.008% among 240,000; human spleen homogenate, 4MU-alpha-Gal fluorescence, 40 min;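 further: 0% = enzyme with vehicle and -100% = no enzyme basal signal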
Target sequence (P06280 32-429 limits assumed): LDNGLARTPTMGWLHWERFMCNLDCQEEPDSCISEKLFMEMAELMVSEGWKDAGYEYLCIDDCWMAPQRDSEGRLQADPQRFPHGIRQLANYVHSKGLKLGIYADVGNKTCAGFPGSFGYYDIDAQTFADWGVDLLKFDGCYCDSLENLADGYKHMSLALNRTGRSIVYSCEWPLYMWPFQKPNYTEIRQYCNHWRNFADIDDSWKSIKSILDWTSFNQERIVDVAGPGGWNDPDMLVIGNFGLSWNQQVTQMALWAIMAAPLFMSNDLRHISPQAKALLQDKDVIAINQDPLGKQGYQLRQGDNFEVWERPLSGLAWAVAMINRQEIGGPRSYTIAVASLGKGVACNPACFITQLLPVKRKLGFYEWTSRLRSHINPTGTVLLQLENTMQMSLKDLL
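qHTS titration in buffer at pH 5.0. Alpha-galactosidase activity in spleen homogenate was measured via 4-methylumbelliferone release from 1 mM fluorogenic substrate after 40 min at 37C and a pH 10 stop. AC50 came from Hill fits of control-normalized data.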
GAA inhib = alpha-glucosidase (human) inhibition. hit rate 0.005% among 200,000. purified human GAA, 4-MU-alpha-glucoside fluorescence. Potency, µM (series often up to 76.9 µM), for inactives: at the highest dose activity change, negative = inhibition, usual class: inhibitors. P10253. AID 1466;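 further: plate controls were uninhibited enzyme wells for no effect and no-enzyme background for full effect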
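AC50 values come from Hill fits of compound titrations (up to 77 uM) against 4 nM human enzyme. Substrate 4-methylumbelliferyl-alpha-D-pyranoside at 400 uM, pH 5.0 citrate buffer, 20 min room temperature; fluorescence Ex 365/Em 440 after alkaline stop.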
Numbers without * were called inactive; ? = inconclusive; . = no result given; [ ] = another dose, or the depositor's remark. Unless noted, the call rests on the fitted dose curve; in most records, active means well fitted curve in the direction sought with a large enough effect; inconclusive means small, poorly fitted or top-dose-only effect, or another doubt; inactive means no such curve, though single readings can be large; an effect the other way counts as inactive or inconclusive. Potency means the concentration at half of the fitted maximal effect. Only part of the results is shown; the hit share may differ from the screen's.

SMILES	GAA glycogen mod	GoLoco inh red	KDM4E inh	SMN2 splice enh	ALDH1A1 inh	aGlu spleen mod	aGal spleen mod	GAA inhib
NC(=O)c1cc[n+](CC2=C(C(=O)O)N3C(=O)[C@@H](NC(=O)[C@H](c4ccccc4)S(=O)(=O)[O-])[C@@H]3SC2)cc1	.	-6%[21.6 µM]	-28%[25.5 µM]	3%[20.6 µM]	-3%[20.9 µM]	7%[29.1 µM]	0%[29.1 µM]	.
COCCNC(=O)CN(c1cc(C(F)(F)F)ccc1Cl)S(C)(=O)=O	1%	.	-3%	.	8%	4%	4%	8%
CSC1=N/C(=C\c2ccccc2C)C(=O)S1	6%	-14%	?	-10%	2%	-2%	5%	5%
NCCCCC(N)C(=O)NC(Cc1ccc(O)cc1)C(=O)NC(CCCCN)C(=O)O (stereo unspecified)	.	9%	0%	1%	-8%	-5%	8%	.
Cc1cccc(CCN(C(=O)Cc2cccs2)C(C(=O)NC2CCCCC2)c2cccnc2)c1 (stereo unspecified)	7%	-2%	-3%	12%	7%	-7%	5%	-9%
O=C(O)c1cccnc1SCc1ccccc1Cl	16%	13%	-4%	.	2%	10%	7%	-5%
Clc1ccc(-c2csc(N3CCC(c4ccccc4)C3)n2)cc1 (stereo unspecified)	0%	11%	5%	2%	-6%	3%	-1%	-4%
COc1ccccc1-c1ccc(SCc2ccccc2F)nn1	-11%	11%	-3%	28%	3%	.	0%	-10%
Cc1cccc(NC(=O)CSc2nnc(C)c(=O)n2N)c1	3%	8%	11%	-19%	3%	4%	-4%	-10%
CCN1CCCC1CN(Cc1cc2ccc(C)cc2[nH]c1=O)C(=S)Nc1ccccc1C(=O)OC (stereo unspecified)	9%	1%	?	.	-10%	-4%	-9%	-7%
COc1cccc(C(=O)Nc2ccccc2)c1	-2%	4%	1%	?	2%	-15%	-17%	-7%
COCCn1c(SCc2nc3scc(-c4ccc(Cl)cc4)c3c(=O)[nH]2)nnc1-c1cccc(C)c1	-6%	.	-4%	.	-1%	6%	3%	-2%
C=CCn1cnc2c(sc3nc(C)cc(C)c32)c1=O	-4%	6%	-4%	.	.	-3%	-1%	.
Cc1cccc(CS(=O)(=O)c2nnc([C@H](Cc3ccccc3)NC(=O)OC(C)(C)C)o2)c1	2%	0%	-7%	-9%	22µM*	5%	4%	-9%
Cc1nc(N2CCN(S(=O)(=O)c3ccc(F)cc3)CC2)c2c(-c3cccs3)csc2n1	-25%	19%	?	-46%[inhibitor]	?	-5%	7%	-13%
COCCNC(=O)NC(=O)COC(=O)C1(c2ccc(Cl)cc2)CC1	7%	1%	2%	-5%	5%	-1%	-15%	-8%
NC(=S)N=Nc1c(O)n(CCCl)c2ccccc12	-4%	16%	-13%	-8%	?	3%	-9%	0%
CCSC1=N/C(=C\c2ccccc2)C(=O)N1	0%	8%	?	-10%	-5%	0%	-15%	-1%
CCOC(=O)c1ccc(NC(=O)CSc2nnnn2C2CCCCC2)cc1	-2%	-7%	10%	-2%	11%	1%	4%	7%
CCN(CC)Cc1c(O)ccc2c([N+](=O)[O-])c(C)n(-c3ccc(OC)cc3)c12	-8%	-19%	-15%	-19%	-11%	-2%	-4%	5%
Cc1ccc(S(=O)(=O)N(C)CC(=O)N2CCCc3ccccc32)cc1	2%	-3%	5%	-8%	?	-16%	20%	4%
O=C(CN1C(=O)NC2(CCCC2)C1=O)OCc1cc(=O)n2cc(Br)ccc2n1	4%	8%	-4%	.	?	-1%	-3%	-6%[15.4 µM]
Cc1csc2ncc(C(=O)Nc3cccc(C(F)(F)F)c3)c(=O)n12	-3%	4%	9%	?	-5%	3%	1%	-2%
CC1C(c2ccccc2)=NNc2nc3c(c(=O)n(C)c(=O)n3C)n21 (stereo unspecified)	1%	17%	?	.	.	-2%	-1%	.
COCC1CCCN(C(=O)c2ccc(OC3CCN(Cc4ccccn4)CC3)cc2)C1 (stereo unspecified)	0%	9%	-21%	-9%	-1%	-2%	-5%	6%
CC(C)(C)NC(=O)C(c1ccc(O)cc1)N(C(=O)Cn1nnc(-c2ccc(F)cc2)n1)c1ccccc1F (stereo unspecified)	-26%	5%	10%	-12%	3%	4%	7%	?
CN1C(=O)C(O)(CC(=O)c2cccs2)c2ccccc21 (stereo unspecified)	5%	0%	-1%	5%	-3%	-5%	2%	0%
OC1CCCN(c2c3c(nc4cc(-c5cccc(F)c5)nn24)CCCC3)C1 (stereo unspecified)	-14%	-1%	-8%	11µM*	6%	-6%	22%	-5%
O=C(NCc1cccnc1)C(=O)Nc1nc(C23CC4CC(CC(C4)C2)C3)cs1	-8%	-7%	-3%	.	.	8%	8%	.
CCN(CC(=O)Nc1ccccc1OC)CC(=O)Nc1sccc1C#N	-3%	5%	-2%	-12%	1%	-17%	7%	?
CCC1CCCCN1C(=O)CCCOc1ccccc1 (stereo unspecified)	-10%	0%	-2%	-2%	1%	5%	4%	-5%
COc1ccc(N(C)C(=O)c2ccc3nc(-c4ccccc4)c(-c4ccccc4)nc3c2)cc1	-11%	4%	-29%	-10%	?	0%	2%	-14%
CCCCNC(=O)CSc1nnc(NC(C)=O)s1	8%	-3%	10%	-7%	8%	-1%	-28%	-6%
Cc1ccc(C(=O)N2CCN(S(=O)(=O)c3ccccc3[N+](=O)[O-])CC2)o1	1%	3%	-3%	7%	-8%	-20%	2%	-9%
C=CCSc1[nH]c(=O)cc(C)c1C(N)=O	-1%	-8%	-2%	-8%	1%	-1%	-9%	-4%
COc1ccc(-c2nnc(SCC(=O)N/N=C/c3ccccc3C(=O)O)n2-c2ccccc2)cc1	8%	8%	-2%	14%	3%	-2%	-3%	4%
CC(=O)Nc1ccc(OCC(O)CN2CCCCC2C)cc1 (stereo unspecified)	5%	13%	9%	7%	4%	2%	-4%	-12%
COc1ccc(Cl)cc1NC(=O)Nc1ccccc1C(N)=O	8%	5%	?	-19%	-12%	-8%	-2%	-5%
CN1CCN(c2ncc3ncc(=O)n(C4CC4)c3n2)CC1	.	24%	.	.	?	-13%	-5%	.
Cc1nn(Cc2ccc([N+](=O)[O-])cc2)c(=O)n1-c1cccc(F)c1	1%	-8%	8%	-9%	11%	-4%	-5%	5%
O=c1c2c(nc3n1CCCCC3)sc1c(O)c(Br)ccc12	2%	-34%	0%	16µM*	?	7%	7%	-3%
CCOC(=O)N1CCN(C(=O)CN(c2ccccc2OC)S(=O)(=O)c2ccc(C)cc2)CC1	11%	.	8%	.	0%	1%	-18%	-5%
Cc1ccc(NCc2nnc(SC(C)C(=O)N/N=C/c3ccc(C)o3)n2-c2ccccc2)cc1 (stereo unspecified)	2%	-7%	4%	-1%	-2%	1%	7%	10%
Cc1cccc(CN2C[C@]34CC[C@@H](C[C@@H]3S2(=O)=O)O4)c1	4%	-6%	4%	.	.	7%	3%	.
COC(=O)C1Sc2[nH]c(=O)sc2C(c2ccc(Cl)cc2)C1C(=O)OC (stereo unspecified)	-3%	9%	-4%	-1%	11µM*	2%	1%	15%[15.4 µM]
Cc1cccc(C)c1OCCCN1CCCC1	11%	10%	-25%	10%	?	8%	3%	8%
COc1ccc(O)c(/C=C(\C#N)C(=O)Nc2cccnc2)c1	7%	4%	?	5%	?	-7%	5%	3%
Oc1c(Br)cc(Cl)cc1C=Nc1ccccc1Br	1%	12%	7%	3%	7%	-26%	-10%	3%
COc1nc(Nc2nc3ccccc3c(=O)[nH]2)nc2ccc(C)cc12	-3%	9%	10%	.	.	0%	-2%	.
O=C(c1cnn2c(C(F)F)cc(C3CC3)nc12)N1CCOCC1	-4%	4%	-1%	-7%	7%	1%	3%	-6%
(more compounds)
SMILES	GAA glycogen mod	GoLoco inh red	KDM4E inh	SMN2 splice enh	ALDH1A1 inh	aGlu spleen mod	aGal spleen mod	GAA inhib
COc1cc(C(C)=O)ccc1OC(=O)C(C)N1C(=O)c2ccccc2C1=O (stereo unspecified)	5%	7%	2%	-44%[inhibitor]	-8%	-8%	-17%	-6%
CCOc1ccc(Nc2nc(N3CCCCC3)nc(N3CCCCC3)n2)cc1	6%	2%	9%	-1%	9%	-7%	-7%	3%
CC1CC(=O)N(CC(=O)N2CCCC2)c2ccccc2S1 (stereo unspecified)	-5%	8%	-2%	2%	3%	2%	7%	-9%
Nn1c(SCc2ccc(F)cc2)nnc1-c1ccncc1	5%	-4%	4%	.	.	1%	7%	.
CN1CCN(c2ncc3nc(-c4cc(F)cc(F)c4)c(=O)n(C)c3n2)CC1	.	-2%	.	.	?	-2%	19%	.
O=C(NCc1cccs1)C12CC3CC(CC(C3)C1)C2	-5%	-10%	4%	8%	-5%	-13%	5%	-3%
O=C(NCCc1c[nH]c2ccccc12)C(F)(F)F	?	7%	-24%	-1%	-12%	-6%	1%	-6%
CCCC(c1nnnn1CC1CCCO1)N1CCN(c2nc3ccccc3s2)CC1 (stereo unspecified)	3%	12%	-12%	-29%	-1%	6%	-2%	-5%
CCN1CNC(=S)N(c2ccccc2C)C1	5%	-5%	9%	.	-6%	5%	1%	?
CC(=O)N=Nc1[nH]c(N)c2ccccc12	0%	1%	-4%	14%	-3%	-2%	-5%	-2%
COC(=O)C1(Cc2ccc(O)c(CC3OC3(C)C)c2)OC(=O)C(O)=C1c1ccc(O)cc1 (stereo unspecified)	?	-6%	?	.	.	8%	6%	.
N#Cc1cccc(NC(=O)N2CC3(CCN(C(=O)c4cccc(F)c4)CC3)C2)c1	.	8%	.	-4%	?	2%	10%	.
COC(=O)C1=C(C)NC(=O)C1(Nc1ccc(Cl)cn1)C(F)(F)F (stereo unspecified)	-17%	-5%	5%	3%	5%	-4%	-4%	-1%

Whole records as entered above:
Listed for COC(=O)C1=C(C)NC(=O)C1(Nc1ccc(Cl)cn1)C(F)(F)F (stereo unspecified) = GAA glycogen mod: -17%; GoLoco inh red: -5%; KDM4E inh: 5%; SMN2 splice enh: 3%; ALDH1A1 inh: 5%; aGlu spleen mod: -4%; aGal spleen mod: -4%; GAA inhib: -1%
Listed for CCN1CNC(=S)N(c2ccccc2C)C1 = GAA glycogen mod: 5%; GoLoco inh red: -5%; KDM4E inh: 9%; SMN2 splice enh: .; ALDH1A1 inh: -6%; aGlu spleen mod: 5%; aGal spleen mod: 1%; GAA inhib: ?

Bioassay records as filed in PubChem.
